TTR transcr act = activators of transthyretin transcription; 1.3% of 92,000 active; SH-SY5Y TTR promoter Gaussia luciferase, luminescence; 100% = recombinant luciferase protein wells; activation, % at 16.7 µM; AID 1117267;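 active = activation above the mean of all tested compounds plus 3 SD, cut at about 9.5% in these data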;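 note: cells exposed to compounds for one day before reading; 0% = median of all test compound wells on the plate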
An asterisk follows results filed as active. The list is partial (hit frequency here may not be typical).

SMILES	TTR transcr act
COc1cccc(NC(=O)Nc2ccccc2SC)c1	-1.7
CCOC(=O)c1c(-c2ccccc2)c[nH]c1C	1.3
Cc1nn(-c2ccccc2)c(N2CCCC2)c1/C=N/NC(=S)Nc1cc(C(F)(F)F)ccc1Cl	-3.9
Cc1cc(NC(=O)COc2ccccc2C)ccc1NC(=O)c1cccs1	-0.6
O=C(CSc1ncnc2nc[nH]c12)c1ccc([N+](=O)[O-])cc1	28.9*
CSC1=NCCN1C(=O)c1ccc(S(=O)(=O)N(C)C)cc1	-0.7
Brc1ccc2ncnc(NCc3cccnc3)c2c1	0.4
O=C(NCCO)C(c1ccccc1)c1ccccc1	0.9
Cc1c(/C=N/NC(=O)CNc2ccccc2)c2ccccn2c1C(=O)c1ccc(Cl)cc1	0.0
COc1ccc2c(C)cc(SCC(=O)NCC3CCCO3)nc2c1 (stereo not given)	-2.1
O=C(NCC(=O)N(c1cccnc1)C(C(=O)NC1CCCCC1)c1ccccc1F)c1ccco1 (stereo not given)	0.8
CC(C)C[C@H](NC(=O)c1nc[nH]c1C(=O)N1CCN(C(=O)OC(C)(C)C)CC1)C(=O)OCc1ccccc1	1.1
Cc1cc(-c2ccc(NS(=O)(=O)c3ccccc3)c(C)c2)ccc1NS(=O)(=O)c1ccccc1	-0.8
CCN(C[C@H]1N[C@@](CC)(C(=O)OC)[C@H]2C(=O)N(Cc3ccccc3)C(=O)[C@@H]12)S(=O)(=O)c1ccc(F)cc1	0.1
CCOC(=O)c1cccc(NC(=O)CCNS(=O)(=O)c2cc(Br)cnc2N)c1	1.6
COC(=O)c1ccccc1NC(=O)C1COc2ccccc2O1 (stereo not given)	-0.5
COc1ccc(S(=O)(=O)N(C)CC(=O)NCCN2CCOCC2)cc1	-0.3
C=CC[C@@H](CC(=O)N(CCO)Cc1ccccc1)C(=O)N[C@H](C)COC(=O)[C@@H](CC=C)Cc1ccc(F)cc1	-3.9
COCC(C)Nc1ncnc2c1cnn2-c1ccc(Cl)cc1 (stereo not given)	2.8
O=[N+]([O-])c1ccc(CSc2nnc(SCc3ccc(Cl)cc3)s2)cc1	0.0
CN(c1cccc(F)c1)c1cc2c(c3c1ccn3C)C1CCC2O1 (stereo not given)	1.4
CO/C=C/C#CC1(O)CCN(C)CC1	2.2
O=C(Nc1ccc(N=Nc2ccccc2)c(NC(=O)C2CCCO2)c1)C1CCCO1 (stereo not given)	-0.2
COc1ccc(Cl)cc1NC(=S)N(CCN1CCOCC1)C1CCN(C(C)=O)CC1	2.0
CC(C)NC(=O)C1CCN(C2CCN(C(=O)c3scc4c3CCCC4)CC2)CC1	-1.3
CCOC(=O)Nc1nnc(-c2ccccc2OC)s1	-2.7
COC(=O)C(Cc1ccccc1)NC(=O)CC(C)CC(=O)Nc1ccc(C)cc1 (stereo not given)	1.6
COc1ccc(-c2nc(NC(C)=O)sc2-c2ccc(OC)cc2)cc1	-0.4
COCCn1c(SCC(=O)Nc2ccccc2OC)nnc1-c1ccco1	-0.6
COC(=O)Nc1c(-c2ccccc2)nc2ccccn12	1.0
CCOc1ccc(-c2nc(CSc3nnc(N)s3)cs2)cc1OC	-3.1
CC(C)COc1ccc(CNC(=S)N/N=C/c2ccc([N+](=O)[O-])cc2)cc1	11.4*
CCOC(=O)C1=C(C)NC2=C(C(=O)C(C(=O)OCC)C(c3cccc(OC)c3)C2)C1c1ccccn1 (stereo not given)	-4.7
COc1ccccc1CNC(=O)C1CCCN(S(=O)(=O)c2cccc3nsnc23)C1 (stereo not given)	1.1
Cc1ccc(N(C(=O)c2csnn2)C(C(=O)NC2CCCC2)c2cccnc2)cc1 (stereo not given)	-2.3
COc1ccc(/C=C(\C#N)c2c[nH]c3ccccc23)cc1	0.9
CCCCNC(=O)CCCCCNS(=O)(=O)c1ccc(Br)cc1	0.6
CCCCSc1nc2ccccc2n1CC(=O)O	6.0
Cc1c(NC(=O)/C=C/c2ccc(S(=O)(=O)N3CCOCC3)cc2)c(=O)n(-c2ccccc2)n1C	1.1
C(=C\c1ccccc1)/CNCC1CCCO1 (stereo not given)	1.2

The last two records of the section before come first, to join the parts.
SMILES	TTR transcr act
Cc1c(NC(=O)/C=C/c2ccc(S(=O)(=O)N3CCOCC3)cc2)c(=O)n(-c2ccccc2)n1C	1.1
C(=C\c1ccccc1)/CNCC1CCCO1 (stereo not given)	1.2
CN(Cc1ccc(F)cc1)C(=O)CCc1nnc(-c2ccccc2)o1	1.9
CCOc1ccc(N(CC(=O)N2CCN(c3ccccc3F)CC2)S(=O)(=O)c2c(C)noc2C)cc1	2.1
O=S(=O)(Nc1ccc(C(O)(C(F)(F)F)C(F)(F)F)cc1)c1cccc2ccccc12	2.8
O=C1NC[C@@H](c2ccccc2)OC(=O)[C@@H](Cc2ccc(F)cc2)C/C=C\C[C@@H]1CC(=O)N(CCO)Cc1ccccc1	-4.0
COCCn1c(N2CCN(c3ccc(OC)cc3)CC2)nc2c1c(=O)[nH]c(=O)n2C	1.6
CCOC(=O)N1CCN(C(=O)Nc2ccc3nc(-c4ccccn4)c(-c4ccccn4)nc3c2)CC1	-2.0
CC(=O)/C(=C\N(C)C)Sc1ccc(Cl)cc1	2.1
Cc1cc(SCC(=O)OC(C)C(=O)N(C)c2ccccc2)nc2ccccc12 (stereo not given)	-2.2
Cc1csc(SCc2nc3sc4c(c3c(=O)[nH]2)CCC4)n1	-1.3
O=C(N/N=C/c1cn(Cc2ccccc2)c2ccccc12)c1ccncc1	-2.6
Clc1ccc(-n2cc(-c3ccc(Br)cc3)[n+]3c2CCCCC3)cc1	1.3
CC(C)N(Cc1ccccc1)C(=O)/C=C/c1ccccc1[N+](=O)[O-]	0.2
Cc1cccc(C(=O)NCCc2nnc(SCC(=O)Nc3cccc(C(=O)O)c3)n2C)c1	-0.7
COc1ccc(C(=O)NCC(=O)OCC(=O)NC2CCCCCC2)cc1	0.7
COc1ccc(CCN(C)C(=O)c2c(C)noc2C)cc1OC	1.6
CCc1ccc(C(=O)COC(=O)c2cccc(N3C(=O)c4c(C)nc5ccccc5c4C3=O)c2)cc1	-1.5
COc1ccc(/C=N/n2c(=S)n(C)c3ccccc32)cc1OC	-1.3
CCN(c1ccccc1)S(=O)(=O)c1ccc(C(=O)Nc2nnc(CSC)o2)cc1	-1.9
CC1(C)Cc2c(C#N)c(N3CCCC3)nc(-c3ccco3)c2CO1	-0.8
CCN(CC)S(=O)(=O)c1ccc(OC)nc1	-0.7

Among those listed so far, these have fluorine.
SMILES	TTR transcr act
Cc1nn(-c2ccccc2)c(N2CCCC2)c1/C=N/NC(=S)Nc1cc(C(F)(F)F)ccc1Cl	-3.9
O=C(NCC(=O)N(c1cccnc1)C(C(=O)NC1CCCCC1)c1ccccc1F)c1ccco1 (stereo not given)	0.8
CCN(C[C@H]1N[C@@](CC)(C(=O)OC)[C@H]2C(=O)N(Cc3ccccc3)C(=O)[C@@H]12)S(=O)(=O)c1ccc(F)cc1	0.1
C=CC[C@@H](CC(=O)N(CCO)Cc1ccccc1)C(=O)N[C@H](C)COC(=O)[C@@H](CC=C)Cc1ccc(F)cc1	-3.9
CN(c1cccc(F)c1)c1cc2c(c3c1ccn3C)C1CCC2O1 (stereo not given)	1.4
CN(Cc1ccc(F)cc1)C(=O)CCc1nnc(-c2ccccc2)o1	1.9
CCOc1ccc(N(CC(=O)N2CCN(c3ccccc3F)CC2)S(=O)(=O)c2c(C)noc2C)cc1	2.1
O=S(=O)(Nc1ccc(C(O)(C(F)(F)F)C(F)(F)F)cc1)c1cccc2ccccc12	2.8
O=C1NC[C@@H](c2ccccc2)OC(=O)[C@@H](Cc2ccc(F)cc2)C/C=C\C[C@@H]1CC(=O)N(CCO)Cc1ccccc1	-4.0

The list goes on.
SMILES	TTR transcr act
CC(C)C(NC(=O)C12CC3CC(CC(C3)C1)C2)C(=O)N/N=C/C1=C(N2CCOCC2)C(=C\c2ccc([N+](=O)[O-])cc2)/CC1 (stereo not given)	-0.7
Cc1cc2c(c(C)c1CCO)C(=O)[C@H](C)C2	7.5
CCNC(=O)CC1C(=O)N(c2ccccc2)C(=O)N1CCc1ccc(OC)c(OC)c1 (stereo not given)	-1.2
CNC(=O)C(=O)NCCc1ccc(Cl)cc1	7.2
COc1ccc(NC(=S)N(CCCN2CCC(C)CC2)Cc2cccs2)cc1	-0.6
CS(=O)(=O)N1CCN(c2ccc(NC(=O)c3ccc([N+](=O)[O-])o3)cc2)CC1	-1.1
CCOC(=O)c1ccc(NC(=O)C2(N3C(=O)c4ccccc4C3=O)CCCC2)cc1	0.4
O=C1O[C@@H](c2ccccc2)C[C@@H](O)C(=O)CCCCc2ccccc21	0.7
O=C(Nc1nccs1)c1ccc(S(=O)(=O)N2CCCCC2)cc1	-0.2
CCOC(=O)C1=CN(Cc2ccco2)S(=O)(=O)N(C)C1c1ccc(F)c(Cl)c1 (stereo not given)	-0.3
CC1Cc2c([nH]c3ccccc23)C(=O)N1 (stereo not given)	1.6
O=C(NCc1ccccc1)C(c1ccccc1)n1c(=O)c(-c2cc3ccccc3[nH]2)nc2ccccc21 (stereo not given)	-1.0
COc1cccc(NC(=O)C2CCCO2)c1 (stereo not given)	-0.8
COc1ccc(CCNS(=O)(=O)CCNC(=O)c2ccc3c(c2)OCO3)cc1	-1.0
O=C(c1ccccc1)c1c[nH]cc1-c1ccccc1	0.7
CC(=O)N1CCN(S(=O)(=O)c2cccc(C(=O)OCC(=O)N(CCC#N)c3ccc(F)cc3)c2)CC1	-1.0
CCOc1ccc(S(=O)(=O)NNS(=O)(=O)c2ccc(C)cc2C)cc1	-0.6
C[C@H]1[C@@H](OC(=O)Nc2ccc(Br)cc2)CC[C@@]23CCCN2C(=O)CCC[C@@H]13	3.0
CC(Oc1ccc(-c2nnco2)cc1)C(=O)N1CCOCC1 (stereo not given)	-1.2
CSC1=NCCN1C(=O)c1c(F)cccc1Cl	0.1
COC(=O)Nc1cc(C)n(-c2ccccc2)n1	-1.2
O=c1c2c(-c3ccc(Cl)cc3)csc2ncn1/N=C/c1cccc([N+](=O)[O-])c1O	-0.3
CCN(CC)S(=O)(=O)c1ccc(-c2nnc(SCC(=O)Nc3ccc4c(c3)OCO4)o2)cc1	0.8
COC(=O)c1sc(-c2ccc(Cl)cc2)cc1NC(=O)c1ccccc1C(=O)O	-0.2
Cc1ccc(NC(=O)C2CC3CCC2C3)cc1 (stereo not given)	0.4
CCOC(=O)[C@@H]1[C@H]2COc3ccccc3[C@@H]2N2C(=O)N(c3ccc(Br)cc3)C(=O)[C@@]12C	0.9
CC(=O)C(/C=N/c1cc(-c2ccc(C)cc2)nn1-c1ccccc1)=C(\C)O	-0.8
CC(CCc1ccccc1)NC(=O)COC(=O)C(CCC(N)=O)NC(=O)c1ccc(F)cc1 (stereo not given)	1.0
CC1(C)CC(N2CCCC2)=CC(=[N+]2CCCCCC2)C1	-4.2
CCN1CCN(CC(=O)Nc2cccc(C)c2C)C(=O)C1=O	1.7
COc1cccc(C2C(C#N)=C(N)Oc3cc(C)n(Cc4ccccn4)c(=O)c32)c1OC (stereo not given)	3.9
CCC(C)[C@H](NC(=O)[C@@H]1CSC2c3ccccc3C(=O)N21)C(=O)NCC1CCCO1 (stereo not given in full)	0.0
CCc1cc2c(=O)n(C(C)C(=O)OC3CCCCC3)cnc2s1 (stereo not given)	1.4
CN(C)c1cccc(C(=O)Nc2cccc(F)c2)c1	6.5
COc1cc(CN2CCNC(=O)C2CC(=O)N2CCCCO2)cc(OC)c1 (stereo not given)	0.8
O=C(Nc1cccc(Cl)c1)N1CCN(Cc2ccccc2)CC1	0.2
CCC1Oc2ccccc2N(CC(=O)NCCc2ccc(OC)c(OC)c2)C1=O (stereo not given)	0.6
Cc1ccccc1C(=O)N1CCN(c2ccc([N+](=O)[O-])c(NCc3ccco3)c2)CC1	-0.4
COc1cccc(-c2nc(-c3ccc(NC(=O)c4ccncc4)cc3)no2)c1	-4.0
COc1cc(-c2nnc3sc(-c4ccncc4)nn23)cc(OC)c1OC	-1.8

Looked up above.
`CN(C)c1cccc(C(=O)Nc2cccc(F)c2)c1` @ TTR transcr act = 6.5
`CCOC(=O)c1cccc(NC(=O)CCNS(=O)(=O)c2cc(Br)cnc2N)c1` @ TTR transcr act = 1.6
`COC(=O)Nc1c(-c2ccccc2)nc2ccccn12` @ TTR transcr act = 1.0

The main list resumes, starting 3 compounds before the break.
SMILES	TTR transcr act
Cc1ccccc1C(=O)N1CCN(c2ccc([N+](=O)[O-])c(NCc3ccco3)c2)CC1	-0.4
COc1cccc(-c2nc(-c3ccc(NC(=O)c4ccncc4)cc3)no2)c1	-4.0
COc1cc(-c2nnc3sc(-c4ccncc4)nn23)cc(OC)c1OC	-1.8
CC1CN(C(=O)COc2ncnc3ccccc23)CC(C)O1 (stereo not given)	4.7
CC1C(=O)N(Cc2cn(Cc3ccco3)nn2)CCS(=O)(=O)N1Cc1ccc(-c2ccc(Cl)c(Cl)c2)cc1 (stereo not given)	0.2
CC(C)CCN1CCN(Cc2ccc(C#CC(C)(C)O)s2)CC1CCO (stereo not given)	1.8
Cc1nccn1CC(O)COC1CCCCC1 (stereo not given)	3.1
CN(C)CCN(Cc1ccccc1)C(=O)c1[nH]c(C(F)(F)F)nc1-c1ccccc1	-1.1
COc1cccc2cc(C(=O)N(Cc3ccccc3)CC3CCCO3)c(=O)oc12 (stereo not given)	-1.1
Clc1ccccc1C1CC(c2ccccc2)=Nc2ccccc2N1 (stereo not given)	-0.1
O=C(N/N=C/c1ccc[nH]1)c1c[nH]c2ccccc12	-0.5
Cc1ccccc1NC(=O)CCCSc1nc2ccccc2s1	12.5*
CCn1c(N)c(C(=O)NC2CCCCC2)sc1=S	3.4
Cc1nc([N+](=O)[O-])cn1CC(O)c1ccc(-c2ccccc2)cc1 (stereo not given)	1.1
COc1ccc(C(=O)C[n+]2ccccc2C)cc1	0.8
CC(C)c1ccc(NC(=O)COc2ccccn2)cc1	5.8
C=CCSc1nnc(CNC(=O)c2ccc(Cl)cc2)n1CC	-0.2
COC(=O)Cc1ccc(NC(=S)N2CCN(c3ccc(OC)cc3)CC2)cc1	-0.8
O=C(NC1CCCC1)C(C1CC1)n1c(-c2ccncc2)nc2ccccc21 (stereo not given)	0.8
COc1ccc(-c2cn(Cc3ccc(C(=O)c4ccccc4)cc3)nn2)cc1	-6.4
[O-]C1=N[N+](=C(c2ccccc2)c2ccccc2)C1	-4.2
COc1ccc(C2NCCn3cccc32)cc1 (stereo not given)	-0.1
CN(C1=NS(=O)(=O)N=C(N(C)c2ccccc2)O1)c1ccccc1	-1.2

High-throughput results from PubChem.
